Screening data: PubChem, several laboratories
M1 PAM = human M1 muscarinic receptor positive allosteric modulators, primary screen, CHO-K1 cells, Fluo-8 calcium fluorescence, 1536-well; activation, % at 3 µM; CHO-K1 hM1, ACh EC20; 0% = ACh EC20, 100% = maximal ACh; Muscarinic acetylcholine receptor M1 (Homo sapiens), P11229; 0.088% of 360,000 active; in the data active means activation above about 19%, passing the limit was not always enough
Target sequence (P11229 whole entry, looked up): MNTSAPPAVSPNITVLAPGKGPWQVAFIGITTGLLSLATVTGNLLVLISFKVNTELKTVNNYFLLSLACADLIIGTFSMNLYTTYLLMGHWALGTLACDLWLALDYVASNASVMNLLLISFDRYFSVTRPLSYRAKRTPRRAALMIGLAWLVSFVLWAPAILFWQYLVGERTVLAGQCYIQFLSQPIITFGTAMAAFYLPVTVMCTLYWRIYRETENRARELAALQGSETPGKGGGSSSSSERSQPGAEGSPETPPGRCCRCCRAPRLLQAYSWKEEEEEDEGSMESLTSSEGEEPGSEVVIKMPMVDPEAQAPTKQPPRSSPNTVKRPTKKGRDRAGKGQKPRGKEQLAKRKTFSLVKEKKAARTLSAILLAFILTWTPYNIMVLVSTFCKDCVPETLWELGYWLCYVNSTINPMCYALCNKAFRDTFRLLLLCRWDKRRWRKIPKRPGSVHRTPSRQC
CRFR2-BP ag = agonists of CRF-BP/CRF-R2 complex, primary screen, cell-based, HEK293, calcium dye fluorescence, uHTS; CRF-binding protein / CRF receptor 2 complex (human); calcium dye fluorescence (FLIPR); percent of saturating CRF peptide response; activation, % at 13.2 µM; 0.46% of 350,000 active;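 active means activation of at least 50%, plus an integration ratio under a set limit after plate pattern correction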;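 further: plate controls were neutral control wells without compound for no effect and CRF at EC100 for full effect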
CRFBP-R2 block = antagonists of CRF-BP/CRF-R2 complex, primary screen, cell-based, HEK293, calcium dye fluorescence, uHTS; CRF-induced calcium fluorescence; inhibition, % at 11.8 µM; 0.59% of 350,000 active; AID 588475, 2011;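 active means inhibition of the ligand-induced calcium signal above about 50% at the single tested concentration, limit read from the data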
M5 PAM = human M5 muscarinic receptor positive allosteric modulators, primary screen, CHO-K1 cells, Fluo-8 calcium fluorescence | Muscarinic acetylcholine receptor M5 (Homo sapiens), P08912 | CHO-K1 hM5, ACh EC20 PAM; 0% = ACh EC20, 100% = ACh EC100 | activation, % at 3 µM | 0.3% of 360,000 active;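 active means activation above the run cutoff, the mean activation of all test compounds plus 3 SD, cut at about 18% in these data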
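Replicates: One well per compound, no replicates | System: Human M5 receptor in CHO-K1 cells | Benchmarks: Low control EC20 acetylcholine (0%), high control EC100 acetylcholine (100%) | Probe or stimulus: Acetylcholine, EC20 level | Times: Fluo-8 loading 80 min at 37 °C plus 30 min room temperature | Signal: Intracellular calcium via Fluo-8 fluorescence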
M5 ag = human M5 muscarinic receptor agonists, primary screen, CHO-K1 cells, Fluo-8 calcium fluorescence; Muscarinic acetylcholine receptor M5 (Homo sapiens), P08912; CHO-K1 hM5 cells; 0% DMSO wells, 100% maximal acetylcholine response; activation, % at 3 µM; 0.19% of 360,000 active; AID 624037, 2012;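 active means activation above the run's mean over test compounds plus 3 SD, cut at about 23% in these data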;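 further: signal is peak over basal fluorescence ratio across the kinetic read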
CHRM5 antagonist = human M5 muscarinic receptor antagonists, primary screen, CHO cells, Fluo-8 calcium fluorescence | CHO-hM5 cells, ACh EC80 | inhibition, % at 3 µM | 0.59% of 360,000 active | AID 624040, 2012;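 active means inhibition above a per-plate cutoff, the mean of that plate's test compounds plus 3 SD, cut at about 27% in these data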;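 further: 0% = acetylcholine EC80 with DMSO and 100% = DMSO without agonist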
M4 antag = human M4 muscarinic receptor antagonists, primary screen, CHO cells, Fluo-8 calcium fluorescence | Muscarinic acetylcholine receptor M4 (Homo sapiens), P08173 | CHO-hM4 cells, ACh EC80 | inhibition, % at 3 µM | 0.73% of 360,000 active | AID 624125, 2012;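 active means inhibition above its plate's cutoff, the mean inhibition of sample wells plus 3 SD, cut at about 27% in these data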;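 further: 0% = acetylcholine EC80 with DMSO and 100% = DMSO without agonist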
Target sequence (P08173 whole entry, looked up): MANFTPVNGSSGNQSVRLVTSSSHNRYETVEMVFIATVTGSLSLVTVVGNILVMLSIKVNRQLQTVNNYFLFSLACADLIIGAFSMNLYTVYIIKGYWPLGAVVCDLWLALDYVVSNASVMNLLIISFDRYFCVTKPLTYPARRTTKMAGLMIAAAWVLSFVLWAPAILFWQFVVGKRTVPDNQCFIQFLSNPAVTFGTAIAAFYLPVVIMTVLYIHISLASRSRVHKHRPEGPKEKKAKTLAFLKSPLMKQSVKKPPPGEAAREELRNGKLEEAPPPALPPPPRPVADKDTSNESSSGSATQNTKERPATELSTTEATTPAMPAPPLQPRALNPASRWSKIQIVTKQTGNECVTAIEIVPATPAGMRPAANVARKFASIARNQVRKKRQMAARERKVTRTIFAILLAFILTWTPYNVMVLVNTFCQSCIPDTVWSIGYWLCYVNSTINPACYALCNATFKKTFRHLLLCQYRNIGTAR
CHRM4 agonist = human M4 muscarinic receptor agonists, primary screen, CHO-K1 cells, Fluo-8 calcium fluorescence. AID 624127, 2012. Muscarinic acetylcholine receptor M4 (Homo sapiens), P08173. CHO-K1 hM4/Gqi5; vehicle 0%, full acetylcholine response 100%. 0.14% of 360,000 active. activation, % at 3 µM;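 active means activation above the run mean over all test wells plus 3 SD, cut at about 32% in these data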;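 further: peak over basal fluorescence ratio per well then scaled between controls; 0% = DMSO wells and 100% = acetylcholine at EC100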
M4 PAM = human M4 muscarinic receptor positive allosteric modulators, primary screen, CHO-K1 cells, Fluo-8 calcium fluorescence; Muscarinic acetylcholine receptor M4 (Homo sapiens), P08173; CHO-K1 hM4/Gqi5, ACh EC20; 0% = ACh EC20, 100% = maximal ACh; activation, % at 3 µM; 0.4% of 360,000 active; AID 624126, 2012;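 active means activation above its plate's cutoff, the mean activation of sample wells plus 3 SD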; further: some results filed as inactive read as strong as hits
* marks the source's active call; other numbers are inactive results; nt = no result given.

SMILES	M1 PAM	CRFR2-BP ag	CRFBP-R2 block	M5 PAM	M5 ag	CHRM5 antagonist	M4 antag	CHRM4 agonist	M4 PAM
CCN(Cc1nc(-c2ccccc2)no1)C(=O)COc1cccc(OC)c1	17	-0.6	2	3	-1	3	-6	4	1
CCCCn1c(NCc2ccc3c(c2)OCO3)nc2ccccc21	5	7.7	15	-8	-1	7	8	1	-9
COc1ccccc1N(CC(=O)NCCSCc1ccccc1Cl)S(C)(=O)=O	-1	-2.6	1	-11	-2	6	6	5	-4
CCc1nc2c(OCCC3CCCCC3)cccn2c1N(C)C(=O)CC(C)C	-11	nt	nt	-3	-4	-9	-23	-2	-4
CN1CCN(NC(=O)/C=C/c2ccc(Br)cc2)CC1	8	1.2	-14	-1	-3	2	8	2	-2
O=C1Nc2ccccc2-n2nnnc2C1N1CCN(c2ccc(C(F)(F)F)cn2)CC1 (configuration not stated)	nt	nt	nt	-1	11	-5	-11	8	13
COC(=O)c1ccc(NC(=O)CSc2nn3c(=O)c(C)nnc3s2)cc1	-4	-1.4	3	4	-5	-15	-8	1	3
O=C(COc1ccc(Nc2ccccc2)cc1)Nc1ccncc1	-9	2.9	-14	-20	7	17	6	16	-9
O=C(O)C1(P(=O)(c2ccc(Cl)cc2)c2ccc(Cl)cc2)CCCC1	-3	-0.3	21	-5	0	14	2	1	5
CC(C)(C)C(=O)N1CCCC1C(=O)O (configuration not stated)	-6	0.9	4	12	-6	8	-2	0	-4
CC(C)(C)NC(=O)C(c1ccco1)N(Cc1ccc2c(c1)OCO2)C(=O)Cn1nnc2ccccc21 (configuration not stated)	9	0.3	-8	-1	0	3	-2	0	6
CCc1c(C)nc(SCCOc2ccc(OC(C)C)cc2)[nH]c1=O	2	-0.1	11	2	0	7	1	1	-3
CN(Cc1ccccc1)C(=O)COc1ccc(C(C)(C)C)cc1	12	-0.4	-8	-4	-4	12	-2	-1	-6
Cc1ccc(N2CCN(/N=C/c3sccc3C)CC2)cc1	2	9.9	-1	2	5	4	-7	2	0
C[C@@H]1CC=C[C@H]2[C@H]1C(=O)N(Cc1ccccc1)[C@H]2c1ccoc1	-4	-4.0	2	-8	2	10	7	2	-3
O=c1[nH][nH]c(-c2ccccc2O)c1C(C[N+](=O)[O-])c1ccccc1 (configuration not stated)	6	-0.7	5	-4	-3	2	-4	1	0
O=C(Nc1nc(NC(=O)c2ccco2)n(-c2ccccc2)n1)c1ccccc1	5	0.1	-10	-3	1	12	9	1	5
Cc1[nH]c2ccccc2c1C1(O)C(=O)N(Cc2ccc3c(c2)OCO3)c2ccccc21 (configuration not stated)	10	-4.1	2	3	4	6	-1	1	16
CCCCNc1nc2c(-c3ccccc3)nnn2c2ccccc12	12	0.5	-6	7	1	1	11	0	-6
CCOc1ccc(NC(C)c2cc(Cl)ccc2O)cc1 (configuration not stated)	-2	0.6	1	-12	-7	-9	-3	-1	-1
Nn1c(Cc2cccc3ccccc23)nnc1SCc1c(Cl)cccc1Cl	-6	3.9	17	-7	-4	4	-4	1	1
O=C(c1ccccc1)c1nn(-c2cccc(Cl)c2)c2nc(-c3ccccc3)cc(=O)n12	1	3.5	1	-2	1	-4	1	0	2
CCn1c(SCc2nc(N)nc(N3CCCCC3)n2)nc2c1c(=O)n(C)c(=O)n2C	6	-0.7	3	0	1	-2	-3	0	6
CCCSC(=S)NC1CCS(=O)(=O)C1 (configuration not stated)	1	-1.0	11	1	-2	-4	-16	0	16
Cc1ccc(NC(=O)C(=O)NCCCN2CCCC2=O)c(C)c1	8	-1.2	6	-1	5	-7	-6	1	3

Profiles from above. Values in the order: M1 PAM | CRFR2-BP ag | CRFBP-R2 block | M5 PAM | M5 ag | CHRM5 antagonist | M4 antag | CHRM4 agonist | M4 PAM
Profile of O=C(O)C1(P(=O)(c2ccc(Cl)cc2)c2ccc(Cl)cc2)CCCC1 = -3 | -0.3 | 21 | -5 | 0 | 14 | 2 | 1 | 5
Profile of Cc1ccc(N2CCN(/N=C/c3sccc3C)CC2)cc1 = 2 | 9.9 | -1 | 2 | 5 | 4 | -7 | 2 | 0
Profile of O=c1[nH][nH]c(-c2ccccc2O)c1C(C[N+](=O)[O-])c1ccccc1 (configuration not stated) = 6 | -0.7 | 5 | -4 | -3 | 2 | -4 | 1 | 0

Molecules listed so far containing a tert-butyl group (3):
SMILES	M1 PAM	CRFR2-BP ag	CRFBP-R2 block	M5 PAM	M5 ag	CHRM5 antagonist	M4 antag	CHRM4 agonist	M4 PAM
CC(C)(C)C(=O)N1CCCC1C(=O)O (configuration not stated)	-6	0.9	4	12	-6	8	-2	0	-4
CC(C)(C)NC(=O)C(c1ccco1)N(Cc1ccc2c(c1)OCO2)C(=O)Cn1nnc2ccccc21 (configuration not stated)	9	0.3	-8	-1	0	3	-2	0	6
CN(Cc1ccccc1)C(=O)COc1ccc(C(C)(C)C)cc1	12	-0.4	-8	-4	-4	12	-2	-1	-6

Back to the main list; the three compounds before the break are reprinted first.
SMILES	M1 PAM	CRFR2-BP ag	CRFBP-R2 block	M5 PAM	M5 ag	CHRM5 antagonist	M4 antag	CHRM4 agonist	M4 PAM
CCn1c(SCc2nc(N)nc(N3CCCCC3)n2)nc2c1c(=O)n(C)c(=O)n2C	6	-0.7	3	0	1	-2	-3	0	6
CCCSC(=S)NC1CCS(=O)(=O)C1 (configuration not stated)	1	-1.0	11	1	-2	-4	-16	0	16
Cc1ccc(NC(=O)C(=O)NCCCN2CCCC2=O)c(C)c1	8	-1.2	6	-1	5	-7	-6	1	3
O=C(N/C(=C\c1ccco1)C(=O)N1CCOCC1)c1ccc([N+](=O)[O-])cc1	9	-0.4	1	3	0	5	4	2	1
CCN(CC)CCOC(=O)c1cccc(OC)c1	-3	0.3	-16	-8	-8	4	21	0	-12
O=C(CSc1cn(CC(=O)N2CCCC2)c2ccccc12)NCC1CCCO1 (configuration not stated)	5	6.7	2	-6	-1	6	4	1	3
Cc1nn(-c2ccccc2)c2sc(C(=O)OCc3nnc(-c4ccccc4)o3)cc12	-3	-1.5	7	-9	-3	-3	4	0	3
COc1ccc(-c2cc(C(F)(F)F)n3nc(C(=O)N4CCCC4)cc3n2)cc1	2	1.8	-21	0	1	-12	-3	0	19
Cc1ccccc1CN(c1ccc(C(=O)N2CCc3ccccc3C2)cc1)S(C)(=O)=O	2	-0.7	-4	-9	8	5	17	11	-12
COc1ccc(CCNC(=O)c2ccccc2NC(=O)CN2CCN(c3ccccc3O)CC2)cc1	-8	0.7	1	-32	0	26	25	22	-6
Cn1c(=O)c2c(nc(N/N=C/c3cccs3)n2Cc2ccc(Br)cc2)n(C)c1=O	6	-1.5	-36	2	-2	-5	-3	1	11
O=C(O)C1CC=CCC1C(=O)Nc1ccccc1C(=O)N1CCN(c2ccc(F)cc2)CC1 (configuration not stated)	7	-0.3	3	2	0	1	3	3	4
Cc1cccc(CSc2nc3c(c(-c4cccs4)c2C#N)CN(C)CC3)c1	5	7.1	2	1	-4	0	1	0	1
COC1=C(OC)c2ccccc2C(C(=O)O)N/C1=C(/C)Nc1ccncc1 (configuration not stated)	5	1.5	-14	0	-2	0	29*	1	-4
COC(=O)C1CCN(C(=O)C23CCC(C)(C(=O)O2)C3(C)C)CC1 (configuration not stated)	-3	-1.4	6	-2	-1	3	6	0	5
Cc1ccc(NC(=O)c2cc3nc(C)cc(C)n3n2)cc1	8	0.7	10	-2	0	-1	2	0	-4
CC(=O)Nc1ccc(S(=O)(=O)N2CCCN(S(=O)(=O)c3ccc(NC(C)=O)cc3)CC2)cc1	5	1.1	21	-2	-4	-3	4	1	6
Cc1cccc(C(=O)NCCCNC(=O)c2ccc(C)nc2)c1	8	-0.9	8	-1	-4	5	4	1	3
Cc1ccc(S(=O)(=O)N2c3ccc(S(N)(=O)=O)cc3CC2C)cc1 (configuration not stated)	6	-1.2	-3	3	0	0	1	1	2
CCN(Cc1ccncc1)C(=S)Nc1ccccc1C	6	-0.2	18	0	1	0	-6	1	1
CCC(Sc1nc2cc(OC)c(OC)cc2c(=O)n1CCc1ccc(S(N)(=O)=O)cc1)C(=O)NCCOC (configuration not stated)	8	-0.6	8	-6	1	6	0	6	-1
NNC(=O)COc1ccc(C(F)(F)F)cc1	5	-0.5	-2	-6	-1	5	2	1	1
Cc1sc2ncnc(SCC(=O)N(C)C3CCS(=O)(=O)C3)c2c1C (configuration not stated)	9	-0.1	2	2	2	1	-10	1	4
CC(O)C(O)C(O)C(O)/C=N/NC(=O)c1ccccc1 (configuration not stated)	-1	0.7	1	-10	-6	17	1	1	3
CCOc1ncccc1C(=O)N(CC)CC(=O)Nc1ccc(NC(C)=O)cc1	8	2.3	17	1	1	6	4	1	3
CCOC(=O)c1c(NC(=O)CN2C(=O)NC3(CCCC3)C2=O)sc(C)c1CC	20	-0.8	-13	8	1	-5	-4	2	12
Cc1ccc(S(=O)(=O)N2CCOCC2)cc1C(=O)OCC(=O)NC1CCCC1	8	-1.2	6	5	1	11	-12	2	4
COc1ccc(COCC(O)CN2CCOCC2)cc1OC (configuration not stated)	9	2.2	1	2	-3	0	-2	1	2

Results in M5 ag, M4 antag and CRFBP-R2 block, for 2 of the compounds above:
SMILES	M5 ag	M4 antag	CRFBP-R2 block
NNC(=O)COc1ccc(C(F)(F)F)cc1	-1	2	-2
Cc1sc2ncnc(SCC(=O)N(C)C3CCS(=O)(=O)C3)c2c1C (configuration not stated)	2	-10	2

More compounds:
SMILES	M1 PAM	CRFR2-BP ag	CRFBP-R2 block	M5 PAM	M5 ag	CHRM5 antagonist	M4 antag	CHRM4 agonist	M4 PAM
O=c1c2ccccc2c(C=Nc2ccc(S(=O)(=O)N3CCCCC3)cc2)c(O)n1-c1ccc(Cl)cn1	13	0.2	5	3	0	1	2	0	16
Cc1nn(C(=O)/C(C#N)=C/N(C)C)c(C)c1C	10	-0.6	0	-2	1	5	-4	1	3
Cc1cc(C)n(CNc2nc(C(F)(F)F)cs2)n1	3	0.5	1	5	3	-7	8	0	1
Cc1ccnc(NC(=O)c2oc3ccccc3c2C)c1	0	0.5	13	4	-1	-3	-2	0	7
COc1ccc(Nc2oc(-c3ccccc3Cl)nc2C#N)cc1	8	1.0	4	-3	0	-3	-1	1	-7
O=C(Nc1ccccc1)/C(=C/c1cccc(Br)c1)NC(=O)c1ccco1	8	-2.9	-5	1	3	-6	2	2	-3
O=C1CN=C(Nc2ccccc2Cl)N1Cc1ccc2c(c1)OCO2	6	-1.4	-21	-1	1	-9	9	0	7
